Bioassay records deposited in PubChem by several laboratories.
Anthrax LF inh2: inhibitors of Bacillus anthracis lethal factor protease | P15917 | multiplex microsphere protease cleavage assay, LF | inhibition, % at 10 µM | actives 0.12% (n = 360,000) | AID 588501; also: plate controls were buffer without enzyme for full effect and enzyme alone for no effect
Target sequence (P15917 whole entry, looked up): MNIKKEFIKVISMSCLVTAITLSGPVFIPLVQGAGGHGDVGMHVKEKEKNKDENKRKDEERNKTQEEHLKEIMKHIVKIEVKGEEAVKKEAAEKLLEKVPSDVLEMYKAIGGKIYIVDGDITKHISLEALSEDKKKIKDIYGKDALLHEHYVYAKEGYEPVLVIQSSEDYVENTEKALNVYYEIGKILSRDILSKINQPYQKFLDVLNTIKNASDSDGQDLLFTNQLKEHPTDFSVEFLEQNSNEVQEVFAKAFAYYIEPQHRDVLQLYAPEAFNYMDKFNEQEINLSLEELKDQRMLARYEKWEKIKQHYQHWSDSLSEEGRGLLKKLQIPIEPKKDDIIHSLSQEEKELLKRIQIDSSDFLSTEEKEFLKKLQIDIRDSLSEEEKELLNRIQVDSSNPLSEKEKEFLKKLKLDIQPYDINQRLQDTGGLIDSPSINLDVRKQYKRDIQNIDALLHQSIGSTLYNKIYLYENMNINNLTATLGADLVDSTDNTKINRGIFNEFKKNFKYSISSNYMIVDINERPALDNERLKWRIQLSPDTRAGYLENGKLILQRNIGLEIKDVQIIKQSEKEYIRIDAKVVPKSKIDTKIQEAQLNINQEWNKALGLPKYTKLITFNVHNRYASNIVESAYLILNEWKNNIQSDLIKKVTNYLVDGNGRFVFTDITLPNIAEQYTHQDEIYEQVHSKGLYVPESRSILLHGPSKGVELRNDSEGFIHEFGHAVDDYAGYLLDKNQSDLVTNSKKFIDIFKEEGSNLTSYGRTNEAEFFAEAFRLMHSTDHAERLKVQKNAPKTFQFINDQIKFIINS
PrPC surface inh: reduces human prion protein on the cell surface. P04156. cell surface PrPC, TR-FRET read-out. inhibition, % at 13.8 µM. actives 0.43% (n = 370,000). AID 720596; in the data active = inhibition above about 24%; also: 0% = median of the test wells and 100% = reference compound wells
SARS 3CLpro inh: SARS-CoV 3CLpro protease inhibition; actives 0.14% (n = 290,000); recombinant SARS-CoV 3CLpro, quenched FRET peptide cleavage; AID 1706; inhibition, % at 6 µM; in the data active = inhibition above about 12%
Y pestis TopoI: Y. pestis Topo-I inhibition via cleavage products; Y. pestis Topo-I cleavage product accumulation, plate reader; activity, % at 10 µM; actives 0.064% (n = 360,000); AID 504884; in the data active = activity above about 50%, passing the limit was not always enough; also: inactives centre near 2
TcdB GH inh: TcdB glycohydrolase inhibition | P18177 | TcdB glycohydrolase enzymatic assay, plate reader | inhibition, % at 9.99 µM | actives 0.24% (n = 350,000); in the data active = inhibition above about 10%
BoNT-A LC inh2: BoNT A light chain protease inhibition | actives 0.17% (n = 360,000) | multiplex microsphere protease substrate cleavage, flow cytometry | inhibition, % at 10 µM; also: plate controls were buffer without enzyme for full effect and enzyme alone for no effect
PriA SSB inh: inhibitors of Klebsiella pneumoniae PriA binding to SSB C-terminal tail. inhibition, % at 33 µM. AID 1272365. AlphaScreen SSBct-PriA binding, biotinylated peptide. actives 0.6% (n = 430,000); in the data active = inhibition mostly above about 37%, no sharp cut-off; inactive = mostly below about 20%;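 also: plate controls were negative control peptide for no effect and reference peptide for full effect; strong numbers were not always called active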
Vc quorum ag: induces V. cholerae light production without autoinducers | activation, % at 18.7 µM | actives 0.16% (n = 350,000) | V. cholerae BH1578 lux reporter, luminescence, 6 h | AID 588436; in the data active = activation mostly above about 9.7%, no sharp cut-off; also: not every result past the cut was called active; inactives centre near 0; reference of the scale not given here
PfHsp40 rescue: restores yeast growth despite PfHsp40 toxicity; S. cerevisiae expressing PfHsp40, growth rescue, ATP luminescence; growth rescue, % at 12.5 µM; actives 0.68% (n = 340,000); AID 504582; in the data active = growth rescue above about 28%, passing the limit was not always enough;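 also: yeast W303a lacking pdr1 and pdr3 grown in galactose medium; growth measured after three days at 30 °C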
Starred values were filed as active, the others as inactive; i = inactive; . = no result given; & = joins results of further samples. Rule as the data show it, unless noted: active = inhibition above about 30%; inconclusive = no clear call, values can overlap the other calls; inactive = below that. Some of the compounds tested; count on the stated rates, not on these rows.

SMILES	Anthrax LF inh2	PrPC surface inh	SARS 3CLpro inh	Y pestis TopoI	TcdB GH inh	BoNT-A LC inh2	PriA SSB inh	Vc quorum ag	PfHsp40 rescue
O=C(O)c1ccc(CSc2nnc(-c3ccco3)o2)cc1	2	0	-3	2	0.1	-0.6	-7	-0.4	-0.6
O=C1C=C(c2cccc3c2oc2ccccc23)C[C@@H](c2ccc(F)cc2)C1	4	-6	.	32	1.0	1.6	-9	i	-0.3
COc1ccc(S(=O)(=O)N2CCN(CC(=O)Nc3cccc(OC)c3)CC2)cc1	-2	-8	3	16	2.2	1.2	-4	i	0.9
O=C(Nc1ccccc1)NC1CCN(Cc2nnnn2C2CCCCC2)CC1	2	3	-5	-16	.	-1.1	-21	-0.3	-1.1
O=C(CSc1nc(-c2ccccc2)cs1)NCc1ccco1	1	-1	1	5	.	-0.1	-4&-16	-2.2	0.4
Cc1ccc(S(=O)(=O)Nc2ccc(=O)n(Cc3ccc(Cl)c(Cl)c3)c2)cc1	6	3	5	0	.	4.3	2	-0.3	2.7
CCC(C)NC(=O)COC(=O)c1oc2ccccc2c1CSc1ccc(Cl)cc1 (stereo not given)	0	-7	1	11	1.1	0.3	-7	-0.2	-1.2
S=C(Nc1ccccc1)Nc1ccc(Br)cc1	-3	25*	6	-5	1.2	0.0	-7	-0.5	3.1
O=S(=O)(CCNCc1cccs1)c1ccc(Cl)cc1	.	8	4	0	1.1	.	0	-0.2	-0.1
O=C(NCCc1ccc2c(c1)OCCO2)c1cc(F)cc(F)c1	3	14	-1	-6	.	0.4	-7	-0.4	0.0
O=C1NC(=O)N(Cc2ccc(F)cc2)C(=O)/C1=C\C=C\c1ccco1	-4	1	8	-2	-0.2	-1.4	4	-0.1	-0.5
Cn1c(=O)c2sccc2n2c(CCCC(=O)NCc3ccc4c(c3)OCO4)nnc12	-8	2	1	6	.	-1.3	-12	-0.7	1.2
CN(c1ccc(OCC(=O)OCC(=O)Nc2ccccc2)cc1)S(=O)(=O)c1ccc(F)cc1	-2	5	3	0	.	-0.5	0	1.7	-1.9
Cc1nn(-c2ccccc2)c(C)c1C(=O)OCC(=O)Nc1ccc(C(N)=O)cc1	2	1	.	1	0.7	-0.6	.	i	.
Cc1ccc(S(=O)(=O)N2CCOCC2)cc1C(=O)OCC(=O)NC1CCS(=O)(=O)C1 (stereo not given)	0	6	0	-1	-0.6	-0.1	-11	i	-0.1

Full records, looked up by structure. Order of screens: Anthrax LF inh2	PrPC surface inh	SARS 3CLpro inh	Y pestis TopoI	TcdB GH inh	BoNT-A LC inh2	PriA SSB inh	Vc quorum ag	PfHsp40 rescue
O=C(O)c1ccc(CSc2nnc(-c3ccco3)o2)cc1 as listed: 2	0	-3	2	0.1	-0.6	-7	-0.4	-0.6
O=C1NC(=O)N(Cc2ccc(F)cc2)C(=O)/C1=C\C=C\c1ccco1 as listed: -4	1	8	-2	-0.2	-1.4	4	-0.1	-0.5

Additional compounds
SMILES	Anthrax LF inh2	PrPC surface inh	SARS 3CLpro inh	Y pestis TopoI	TcdB GH inh	BoNT-A LC inh2	PriA SSB inh	Vc quorum ag	PfHsp40 rescue
Cc1cc(-c2ccc(S(=O)(=O)NCc3ccc(F)cc3)cc2)on1	-2	-4	-3	11	-0.5	0.1	-3	-3.1	1.2
CCCSc1cc(N2CCCC2)nc(-c2ccccc2)n1	-3	3	-5	-2	.	0.4	-27	.	-0.3
CCOC(=O)C1(C)CCN1C(=O)c1ccc(Cl)cc1Cl (stereo not given)	2	-3	.	6	1.0	-0.3	.	-4.5	.
O=C(CNS(=O)(=O)c1ccc2ccccc2c1)OCc1nnc(-c2ccccc2)o1	2	6	6	1	.	-0.4	-4	0.5	-0.4
COC1=CC23CCCN2CCc2cc4c(cc2C3C1O)OCO4 (stereo not given)	-4	-1	.	1	0.6	-0.8	.	-0.5	.
COc1ccc(OC)c(-n2c(SC)nnc2-c2c[nH]c3ccccc23)c1	-9	9	-2	4	3.0	-0.7	9	-2.1	-1.1
CCOC(=O)Cc1csc(NC(=O)CSc2nnc(C)n2C)n1	2	1	-1	-6	.	-0.6	5	-0.8	-0.7
Cc1ccccc1N1C(=O)CN(Cc2sccc2C)C1=S	-2	-3	-4	1	.	-0.4	-11	-0.6	3.5
Cc1ccc(-c2nnc(SCC(=O)N(CC(C)C)c3c(N)n(Cc4ccccc4)c(=O)[nH]c3=O)n2N)cc1	-1	16	0	15	1.4	0.5	-2	-0.2	-0.8
CCCC1Cc2c(sc3ncnc(N)c23)CO1 (stereo not given)	-2	6	-3	5	.	1.7	-2	4.5	1.0
Cc1cccc[n+]1CC(=O)Nc1ccc([N+](=O)[O-])cc1Cl	1	-24	2	8	.	1.1	-8	i	-0.6
NC(=O)C[n+]1cccc2ccccc21	-5	-20	-3	8	0.7	-1.4	3	i	1.5
O=C(NC1CC1)c1cc2ccccc2o1	0	7	-1	-11	-0.7	1.9	-24	-1.1	1.5
COc1ccc(N2C(=O)CC(Nc3cccc([N+](=O)[O-])c3)C2=O)cc1 (stereo not given)	-8	2	-2	12	1.1	-0.7	-8	0.5	-0.2
CC(/C=C1\SC(=S)N(CC(=O)N2CCN(c3ccccc3)CC2)C1=O)=C\c1ccccc1	3	-3	-2	19	1.1	14	-1	-0.2	-2.3

Sorted by SMILES length (low to high): 5 of the compounds above.
SMILES	Anthrax LF inh2	PrPC surface inh	SARS 3CLpro inh	Y pestis TopoI	TcdB GH inh	BoNT-A LC inh2	PriA SSB inh	Vc quorum ag	PfHsp40 rescue
NC(=O)C[n+]1cccc2ccccc21	-5	-20	-3	8	0.7	-1.4	3	i	1.5
CCCC1Cc2c(sc3ncnc(N)c23)CO1 (stereo not given)	-2	6	-3	5	.	1.7	-2	4.5	1.0
CCOC(=O)Cc1csc(NC(=O)CSc2nnc(C)n2C)n1	2	1	-1	-6	.	-0.6	5	-0.8	-0.7
CC(/C=C1\SC(=S)N(CC(=O)N2CCN(c3ccccc3)CC2)C1=O)=C\c1ccccc1	3	-3	-2	19	1.1	14	-1	-0.2	-2.3
Cc1ccc(-c2nnc(SCC(=O)N(CC(C)C)c3c(N)n(Cc4ccccc4)c(=O)[nH]c3=O)n2N)cc1	-1	16	0	15	1.4	0.5	-2	-0.2	-0.8

Limited to Vc quorum ag and BoNT-A LC inh2, for six of the compounds above:
SMILES	Vc quorum ag	BoNT-A LC inh2
CCOC(=O)C1(C)CCN1C(=O)c1ccc(Cl)cc1Cl (stereo not given)	-4.5	-0.3
O=C(CNS(=O)(=O)c1ccc2ccccc2c1)OCc1nnc(-c2ccccc2)o1	0.5	-0.4
COC1=CC23CCCN2CCc2cc4c(cc2C3C1O)OCO4 (stereo not given)	-0.5	-0.8
COc1ccc(OC)c(-n2c(SC)nnc2-c2c[nH]c3ccccc23)c1	-2.1	-0.7
CCOC(=O)Cc1csc(NC(=O)CSc2nnc(C)n2C)n1	-0.8	-0.6
Cc1ccccc1N1C(=O)CN(Cc2sccc2C)C1=S	-0.6	-0.4

The listing continues:
SMILES	Anthrax LF inh2	PrPC surface inh	SARS 3CLpro inh	Y pestis TopoI	TcdB GH inh	BoNT-A LC inh2	PriA SSB inh	Vc quorum ag	PfHsp40 rescue
Cc1nc(-c2ccc(NC(=O)C(C)(C)C)cc2)c(-c2ccccc2)o1	15	-11	1	4	1.0	-0.8	-5	-0.7	0.0
Cc1ccc(-c2nn(-c3ccccc3)cc2/C=N/NC(=O)c2ccncc2)o1	2	4	2	4	1.4	-1.1	.	i	0.6
Cc1ccc(NC(=S)NNC(=S)Nc2ccc(C)cc2C)cc1	-3	1	6	-14	1.9	-1.5	11	-0.3	2.0
C=CCn1c(SCc2ccc(C#N)cc2)nnc1-c1cccc(Cl)c1	-1	5	-3	28	.	-0.4	-18	i	0.5
COc1ccc(C)cc1NC(=O)CSc1nc2ccccc2nc1N1CC(C)OC(C)C1 (stereo not given)	1	10	0	32	-1.3	2.3	-10	-0.1	-0.1
O=C(CNC(=O)/C(=C/c1ccccc1)NC(=O)c1ccc(Br)cc1)OCc1ccccc1	-2	-9	0	20	-1.1	0.4	-17	-0.1	0.1
CC(C)(C)C1CCc2c(sc(NC(=O)c3cc(C4CC4)on3)c2C#N)C1 (stereo not given)	-3	1	3	3	-0.2	-0.9	-4	1.1	-0.1
CCCCCCC[C@H](N)[C@H](O)C(=O)N(C)[C@@H](CCS(C)=O)C(=O)N[C@@H](Cc1ccc(O)cc1)C(=O)N[C@@H](Cc1ccc(O)cc1)C(=O)O (stereo not given in full)	3	3	.	1	0.6	0.4	-3	i	-1.1
O=C(CCC(=O)c1cccs1)NCCc1ccc(F)cc1	-1	3	.	-1	2.4	0.1	2	i	-1.3
O=C1/C(=C/c2cccc([N+](=O)[O-])c2)N2CCC1CC2	1	-5	3	-3	1.2	0.7	-5	-0.2	-0.4
COC(=O)c1ccc(OCC(O)CN2CCc3cc(OC)c(OC)cc3C2c2ccccc2)cc1 (stereo not given)	-2	8	-4	29	-4.6	-3.4	-4	-0.6	-1.2
CC1OC(OCC2OC(Oc3c(-c4ccc(O)cc4)oc4cc(O)cc(O)c4c3=O)C(O)C(O)C2O)C(O)C(O)C1O (stereo not given)	-4	-1	-2	-10	1.0	-0.7	1	-0.3	0.6
Cc1ccc(NC(=O)c2ccccc2NS(=O)(=O)c2ccc(Cl)s2)cc1	0	16	10	4	.	1.3	-7	-0.2	80*
CC1(C)CC(=O)C(Sc2ccccc2[N+](=O)[O-])=C(O)C1	4	-3	0	-4	.	1.1	-1	-0.4	0.7
O=C(CC1C(=O)NCCN1Cc1cccc(Oc2ccccc2)c1)NCCc1ccccn1 (stereo not given)	-4	3	1	46	1.6	0.8	2	i	0.9
COc1ccccc1CNC(=O)CN1C(=O)NC2(CCCc3ccccc32)C1=O (stereo not given)	4	-1	.	-4	-0.2	2.9	-5	-3.8	1.1
CCOC1=C2CN(S(=O)(=O)c3ccc(Cl)cc3)[C@H](c3ccccc3)C[C@@H]2N(S(=O)(=O)c2ccc(C)cc2)[C@H](c2ccccc2)C1	-4	7	.	.	1.6	-0.5	.	.	.
CC1C(=O)Nc2ccc(S(=O)(=O)N3CCc4ccccc4C3)cc2NC1=O (stereo not given)	-11	7	-1	-2	0.8	-4.0	-4	i	0.6
CC[C@]12c3[nH]c4cc(-c5ccco5)ccc4c3CCN1C(=O)[C@@H](CC(=O)NC/C=C(\C)CCC=C(C)C)C[C@@H]2C(=O)N1CCN(C(=O)c2ccco2)CC1	-4	.	.	19	.	0.2	0	-0.7	-1.0
O=C(NCCN1CCN(C(=O)c2ccc(Br)cc2)CC1)c1ccc(Br)cc1	-3	-5	0	29	2.3	-0.7	3	-0.4	-0.5
O=C(CN(C(=O)c1cc2c(s1)CCC2)C1CCCC1)NCc1cccs1	-14	4	1	12	.	-5.3	5	i	-0.4
CCOc1ccc(N2CC(O)=C(c3nc4ccccc4c(=O)[nH]3)C2=N)cc1	-4	4	-2	-1	0.5	-0.3	3	i	-0.9
Cc1ccnc(NS(=O)(=O)c2ccc(-n3cccn3)cc2)c1	2	3	8	0	-0.9	0.8	-22	-2.2	-0.3
O=C(c1ccco1)N1N=C2CCCCCC2C1(O)C(F)(F)F (stereo not given)	-1	-3	4	-5	1.2	-0.2	-3	0.7	0.2
COc1ccc(N/C=C/C(=O)c2ccc(OC)c(OC)c2)cc1	-7	5	6	8	-0.5	-1.0	4	-0.3	0.6
CCCCOc1nc2c(c(=O)n(C)c(=O)n2C)n1C	0	0	-1	-3	-1.9	2.0	-3	-1.0	0.1
COC(=O)CCC(=O)N1CCC(Oc2cccc(C(=O)NCc3ccccn3)c2)CC1	2	6	.	1	0.3	0.1	.	i	.
Cc1ccc(NS(=O)(=O)c2cccc(C(=O)Nc3cccnc3)c2)c(C)c1	-2	1	.	7	2.1	-0.1	-13	i	0.3
Cc1cc(C)n(-c2nc3c(c(=O)[nH]c(=O)n3C)n2CC(C)C)n1	-4	-5	-4	3	.	-1.0	7	-1.0	0.0
CN(CC(=O)Nc1ccccc1Br)C(=O)CN1CCN(Cc2cccc(Cl)c2)CC1	-4	-8	.	-5	-0.2	-1.1	-2	i	-1.1
CC(C)CC(OC(=O)c1ccco1)C(=O)NC1CCCCC1 (stereo not given)	11	-5	-8	5	.	0.9	-1	-2.1	0.5
